High-throughput results as filed in PubChem.
CCHF vOTU inh – CCHFV vOTU protease inhibitors, primary screen, biochemical, Pep-AMC substrate, fluorescence | inhibition, % at 11.5 µM | 370,000 tested, 0.55% active | AID 651958, 2012; in the data active means inhibition above about 30%; further: 0% = vehicle wells with enzyme and 100% = no enzyme wells
PriA SSB inh – inhibitors of Klebsiella pneumoniae PriA binding to SSB C-terminal tail, primary screen, biochemical, AlphaScreen. PriA–SSB C-terminal tail interaction (Klebsiella pneumoniae). AlphaScreen SSBct-PriA binding, biotinylated peptide. inhibition, % at 33 µM. 430,000 tested, 0.6% active. AID 1272365, 2023; in the data active means inhibition mostly above about 37%, no sharp cut-off; inactive means mostly below about 20%;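 further: plate controls were negative control peptide for no effect and reference peptide for full effect; strong numbers were not always called active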
PrPC TRFRET – inhibitors of human cell surface prion protein PrPC, primary screen, cell-based, TR-FRET. Major prion protein (Homo sapiens), P04156. TR-FRET read-out. inhibition, % at 13.8 µM. 370,000 tested, 0.43% active; in the data active means inhibition above about 24%; further: 0% = median of the test wells and 100% = reference compound wells
MazF activator – activators of E. coli MazEF toxin-antitoxin RNase, primary screen, biochemical, fluorescence, uHTS; Endoribonuclease toxin MazF (Escherichia coli (strain K12)), P0AE70; FAM/BHQ RNA-DNA oligo cleavage fluorescence, 5 h; activation, % at 20 µM; 350,000 tested, 0.32% active; in the data active means activation above about 50%
VHR inh abs – VHR1 phosphatase inhibitors, primary screen, biochemical, absorbance, uHTS. inhibition, % at 13.3 µM. recombinant VHR phosphatase, pNPP absorbance. 290,000 tested, 0.52% active. Dual specificity protein phosphatase 3 (Homo sapiens), P51452; in the data active means inhibition above about 50%; further: some compounds called inactive have numbers as strong as hits
Y pestis TopoI – Yersinia pestis topoisomerase I inhibitors, primary screen, biochemical, cleavage product accumulation, plate reader, single point; DNA topoisomerase I (Yersinia pestis CO92); Y. pestis Topo-I cleavage product accumulation; activity, % at 10 µM; 360,000 tested, 0.064% active; AID 504884, 2011; in the data active means activity above about 50%, passing the limit was not always enough; further: inactives centre near 2
TcdB inh – TcdB glycohydrolase inhibitors, primary screen, biochemical, single point, plate reader | Toxin B (Clostridioides difficile), P18177 | TcdB glycohydrolase enzymatic assay | inhibition, % at 9.99 µM | 350,000 tested, 0.24% active | AID 652162, 2013; in the data active means inhibition above about 10%
3CLpro inhibitor – SARS-CoV 3CLpro protease inhibitors, primary screen, biochemical, quenched FRET. recombinant SARS-CoV 3CLpro, quenched FRET peptide cleavage. inhibition, % at 6 µM. 290,000 tested, 0.14% active; in the data active means inhibition above about 12%
Vc quorum ag – inducers of Vibrio cholerae quorum light production without autoinducers, primary screen, BH1578 luxS cqsA deficient, single point; V. cholerae BH1578 lux reporter, luminescence, 6 h; activation, % at 18.7 µM; 350,000 tested, 0.16% active; AID 588436, 2011; in the data active means activation mostly above about 9.7%, no sharp cut-off; further: not every result past the cut was called active; inactives centre near 0; reference of the scale not given here
Rv3671c protease – Rv3671c serine protease inhibitors, primary screen, biochemical, fluorescence polarization, M. tuberculosis H37Rv; P9WHR9; inhibition, % at 5.96 µM; 320,000 tested, 0.048% active; AID 2606, 2010; in the data active means inhibition above about 38%;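 further: extracellular domain of Rv3671c used as enzyme; 0% = enzyme with DMSO and 100% = no enzyme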
An asterisk follows results filed as active; i = inactive; . = not tested or not shown; & = joins results of further samples.

Value order – CCHF vOTU inh	PriA SSB inh	PrPC TRFRET	MazF activator	VHR inh abs	Y pestis TopoI	TcdB inh	3CLpro inhibitor	Vc quorum ag	Rv3671c protease
COc1ccccc1NC(=O)/C(C#N)=C/c1c(C)nn(-c2ccc(F)cc2)c1Cl
    3	-8	0	4	-7	-3	1.0	0	-0.2	-1
Cc1ccc(C(=O)COC(=O)CN2C(=O)C3CC=CCC3C2=O)cc1[N+](=O)[O-] (configuration not stated)
    5	7	7	11	30	0	0.1	-2	i	2
CCOc1cc(/C=N/NC(=S)Nc2ccccc2C(F)(F)F)ccc1OCC(=O)N1CCOCC1
    30*	.	7	5	4	-7	.	3	-0.3	-8
Cc1cc(NC(=O)c2cc3n(n2)C(C(F)(F)F)CC(c2ccco2)N3)n(-c2ccccc2)n1 (configuration not stated)
    14	8	6	4	-4	0	.	6	i	-9
Brc1ccc(C2Nc3cccc4cccc(c34)N2)cc1
    -5	4	-2	-11	.	-25	0.7	.	13	.
CC(C)(C)OC(=O)N1CCCC(C(=O)Nc2ccc(C(=O)N3CCOCC3)cc2)C1 (configuration not stated)
    -7	-2	-6	9	.	-10	0.9	.	-0.3	-3
CCN(CC(=O)Nc1ccc(NC(C)=O)cc1)C(=O)c1cccc(Oc2ccccc2)c1
    4	1	3	6	.	-5	1.1	.	2.3	8
COc1ccc(-c2cc(C(=O)Nc3ccc(S(=O)(=O)Nc4ncccn4)cc3)c3ccccc3n2)cc1
    1	-2	-6	4	10	48	1.5	3	-4.8	-108
O=C(Nc1ccccn1)c1ccco1
    -10	-7	-5	-2	16	-4	-1.1	0	-1.5	0
COc1ccccc1C(=O)Nc1cccc(Oc2c(F)c(F)c(F)c(F)c2F)c1
    11	-2	-8	-6	30	16	13*	-2	-0.1	-16
CCCCCn1c(CCNC(=O)CCC)nc2ccccc21
    0	-5	3	3	3	3	2.0	-1	-0.3	1
CN(C)S(=O)(=O)c1cccc(NC(=O)c2cc(-c3cccs3)nc3ccccc23)c1
    -6	0	11	7	15	-4	-4.4	5	i	-119
COc1ccc2c(c1)CCCC21NC(=O)N(CC(N)=O)C1=O (configuration not stated)
    9	-17	3	-1	17	-3	.	1	-3.7	-6
Cn1nc(C(C)(C)C)c([N+](=O)[O-])c1C(=O)NC(C)(C)C
    4	-5	2	-10	-10	2	.	1	i	4
CN1C(=O)CC(C(=O)O)SC1=Nc1cccc(C(F)(F)F)c1 (configuration not stated)
    1	-2	-1	6	8	-2	.	0	-0.7	6
c1ccc(-c2nc3ccccc3nc2N2CCOCC2)cc1
    6	-51	-10	3	6	1	.	-5	i	5
O=C(c1ccco1)N1CCN(Cc2nc3ccccc3[nH]2)CC1
    11	-1	-5	-18	.	-12	1.1	.	i	13
CCOc1ccc(N(C(=O)Nc2ccccc2)C2=NCCC2)cc1
    -7	-27	1	-18	8	26	.	1	-1.5	0
COC(=O)C1=C(c2ccc(F)cc2OCc2ccccc2)C[C@@H]2CC[C@H]1N2C(=O)NCc1ccccc1C(F)(F)F
    8	-3	-6	-4	.	42	-0.3	.	-0.6	-14
O=C(O)c1cccc(S(=O)(=O)Nc2ccc(O)cc2Sc2nc3ccccc3s2)c1
    12	6	2	-10	-14	-2	-1.7	7	-0.3	-3
C[C@H]1CN([C@@H](C)CO)C(=O)CCCn2nncc2CO[C@@H]1CN(C)C(=O)c1ccccc1
    0	.	-8	-1	.	3	-0.4&1.1	.	-0.7	.
C/C(=N\NC(=O)c1nnn(-c2nonc2N)c1CN1CCCCCC1)c1ccc(Br)cc1
    6	.	5	-3	5	-5	1.4	-5	-0.3	3
COc1ccc([C@@H]2[C@@H]3C(=O)N(C(C)(C)C)C(=O)[C@@H]3[C@]3(C)C(=O)N(c4ccccc4)C(=O)N23)cc1
    8	-14	-6	2	1	-4	1.3	-7	i	3
Cc1ccc(N2CC(C(=O)Nc3cccnc3)CC2=O)cc1 (configuration not stated)
    2	-15	-10	7	27	3	.	-5	i	2
O=C1NC(=S)N(c2ccccc2F)C(=O)/C1=C\c1cccs1
    7	-1	-1	12	-4	-12	.	0	-1.5	-50
Cc1ccc(NC(=O)CN(c2cc(C)cc(C)c2)S(=O)(=O)c2c(C)noc2C)nc1
    1	-2	9	7	25	5	-2.4	2	-0.2	-11
O=C(Nc1ccc(S(=O)(=O)NCCc2ccccc2)cc1)c1ccncc1
    9	-12	-3	-3	-7	3	-0.3	5	-0.7	-6
O=C(CN1CCC(C(=O)c2ccc3c(c2)OCCO3)CC1)NCc1ccccc1
    12	-4	0	12	26	26	0.3	0	-0.2	2
CN(CC(=O)Nc1ccc(Br)cc1)Cc1ccccc1
    2	-26	2	-5	14	3	-0.7	-2	-0.2	-7
Cc1ccc(-c2noc(CN(C(=O)c3cccs3)C(C)C)n2)cc1
    9	-22	6	-16	-2	-11	0.5	4	1.4	9
O=C(/C=C/c1cccs1)NC(=S)Nc1ccccc1
    7	7	1	4	12	10	0.6	3	0.1	-9
CCOP(=O)(OCC)C(Nc1ccccn1)c1ccc(F)cc1 (configuration not stated)
    -14	-4	3	-2	28	2	.	-1	-0.2	1
CC(CC(=O)N1CCc2ccccc21)S(=O)(=O)c1ccc2c(c1)NC(=O)CO2 (configuration not stated)
    2	-1	-4	-14	-14	1	-0.1	-2	-0.5	8
COc1ccc(C(=O)C[n+]2ccc(-c3nnc4n3CCCCC4)cc2)cc1
    -2	7	-24	7	13	-2	0.0	1	i	-5
Cc1nn(CC(=O)NCCCN2CCC(Cc3ccccc3)CC2)c(=O)c2cc(-c3ccccc3)nn12
    9	-8	-20	13	2	14	1.3	-4	-5.9	-4
COc1ccc(OC)c2sc(NC(=O)c3ccc(S(=O)(=O)N4CCOCC4)cc3)nc12
    -6	-11	-1	15	45	-5	0.9	-4	-1.3	3
O=S(=O)(c1cc(F)ccc1F)N1CCN(c2ncnc3ccccc23)CC1
    10	-6	22	3	.	16	-0.3	.	i	-8
CN(Cc1nccn1C)C(=O)c1cc(COc2ccc3ncccc3c2)on1
    -15	-4	3	15	3	4	.	-1	-0.1	6
CC(C(=O)Nc1ccc(S(=O)(=O)N2CCCC2)cc1)N(C)Cc1ccc(F)cc1 (configuration not stated)
    5	-7	-4	5	.	9	1.6	.	i	-14
CN(C)c1cccc(C(=O)Nc2cccc(S(=O)(=O)NC3=NCCC3)c2)c1
    23	16	-7	5	-7	0	0.8	2	i	0
COc1cc(C(=O)O[C@H]2CC(C)=CC[C@@]3(C)CC[C@@](O)(C(C)C)[C@H]23)ccc1O
    38*	-13	1	6	-11	27	1.5	-5	i	0
Cc1cc(NC(=O)COC(=O)c2ccccc2O)no1
    23	-2	2	4	.	8	-9.5	.	-3.4	1
Cc1cc(NC(=O)CCN2C(=O)C3C4C=CC(C4)C3C2=O)c2ccccc2n1 (configuration not stated)
    9	-6	6	-11	11	-8	.	4	-4.5	-2
COc1ccc(CC(=O)OCC(=O)Nc2ncc(Cl)c(C)c2Cl)cc1
    -6	1	7	-10	.	-2	2.0	.	-5.0	.
Clc1cc(Cl)c2nc(N3CCCCC3)sc2c1
    0	-2	-1	-1	15	1	.	-1	15	5
COc1ccc(/C(N)=N/OC(=O)Cc2cccs2)cc1
    3	.	6	4	-5	4	0.3	8	-0.2	1
CC(C)(C)NC(=O)C(c1ccc(F)cc1)N(CCc1ccccc1)C(=O)c1ccn[nH]1 (configuration not stated)
    8	-10	-3	7	26	17	1.1	1	-0.4	7
CC(=O)C1(C)C(=O)N(c2ccc(C)cc2)C(=O)N1c1ccc(C)cc1 (configuration not stated)
    -8	-6	-2	9	.	6	1.8	.	i	.
CCOC(=O)c1cnc(-n2nc(C)cc2C)nc1N1CC(C)OC(C)C1 (configuration not stated)
    -8	-23	-6	-1	.	2	.	1	-6.2	-1
O=C(COC(=O)CNC(=O)c1ccccc1F)NC1CC1
    6	-8	7	-9	.	1	0.5	.	i	2

(further entries)
Value order – CCHF vOTU inh	PriA SSB inh	PrPC TRFRET	MazF activator	VHR inh abs	Y pestis TopoI	TcdB inh	3CLpro inhibitor	Vc quorum ag	Rv3671c protease
O=C(Nc1ccc(Cl)cn1)c1cccc(OCc2ccccc2)c1
    15	-8	9	-16	0	2	0.3	0	0.7	-14
COc1cccc(NC(=O)CSc2nnc(-c3cc(C)[nH]n3)n2N)c1
    -11	0	-6	8	-1	-8	0.7	3	i	-4
CCOC(=O)N1CCN(C(=O)c2ccc3c(=O)n(CCc4ccccc4)c(=O)[nH]c3c2)CC1
    -12	-5	-3	4	9	13	.	1	0.4	-1
Cc1cccc(C2=NN(c3ccc(Br)cc3)[C@@H](C(=O)N3CCOC3=O)[C@@H]2c2ccc(Cl)cc2)c1
    .	-19	.	129*	.	-7	.	.	0.0	.
CCOC(=O)c1cc2c(c(CCO)n1)[C@@H](CCO)N(S(=O)(=O)C(C)(C)C)C2
    -12	-3	7	-3	.	6	0.6	.	i	.
NNC(=O)[C@H]1C[C@@H]1c1ccccc1
    6	-3	0	2	-7	9	-0.1	-1	-0.1	-4
CC1=C(CO)C(=O)OC([C@@H](C)C2CC[C@H]3C4C[C@H]5O[C@]56[C@@H](O)C=CC(=O)[C@]6(C)C4CC[C@]23C)C1 (some centres not stated)
    3	-13	5	13	10	5	0.4	.	-0.4	-3
CC1CCN(C(=O)c2ccc(NS(=O)(=O)c3ccc4[nH]c(=O)[nH]c4c3)cc2)CC1
    -10	9	0	3	.	1	-0.3	.	i	1
Fc1ccc2cnc(-c3ccccc3)c(-c3ccc(C(F)(F)F)cc3)c2c1
    4	-17	10	-19	.	4	0.1	.	1.3	-7
Cc1ccccc1NC(=O)CCn1c(=O)oc2ccccc21
    1	3	2	10	13	-4	2.5	2	i	0

No new results follow: an excerpt of the list.
Value order – CCHF vOTU inh	PriA SSB inh	PrPC TRFRET	MazF activator	VHR inh abs	Y pestis TopoI	TcdB inh	3CLpro inhibitor	Vc quorum ag	Rv3671c protease
CC1CCN(C(=O)c2ccc(NS(=O)(=O)c3ccc4[nH]c(=O)[nH]c4c3)cc2)CC1
    -10	9	0	3	.	1	-0.3	.	i	1
Fc1ccc2cnc(-c3ccccc3)c(-c3ccc(C(F)(F)F)cc3)c2c1
    4	-17	10	-19	.	4	0.1	.	1.3	-7
Cc1ccccc1NC(=O)CCn1c(=O)oc2ccccc21
    1	3	2	10	13	-4	2.5	2	i	0

Later entries:
Value order – CCHF vOTU inh	PriA SSB inh	PrPC TRFRET	MazF activator	VHR inh abs	Y pestis TopoI	TcdB inh	3CLpro inhibitor	Vc quorum ag	Rv3671c protease
O=C(Nc1ccccc1C(=O)Nc1nnc(C(F)(F)F)s1)c1ccccc1
    3	-1	-3	11	13	0	0.3	0	i	-35
Cc1ccc(-c2csc(NC(=O)CN3CC(C)OC(C)C3)n2)cc1 (configuration not stated)
    1	0	7	-7	4	31	0.2	0	i	-4
CC(=O)c1ccc(NC(=O)C(C)NCc2ccc(Cl)cc2)cc1 (configuration not stated)
    -15	-3	-9	-4	47	-3	0.5	-3	-0.3	-7
Cc1ccc(C(=O)c2nccn2C)cc1C
    13	1	0	1	16	0	-0.8	0	-0.3	-6
Cc1cc(=O)oc2cc(OCC(=O)N/N=C/c3ccccc3O)ccc12
    16	.	-11	-32	17	-2	-5.3	-4	-0.5	-2
N#CCC(=O)Nc1ccccc1C(=O)O
    10	-14	-4	2	-13	2	.	1	-8.3	-2
CC(=O)Nc1n[nH]c(-c2ccc(C)cc2)c1C
    4	3	-2	3	14	1	-0.4	-6	i	-12

Only part of the results is shown; rates above refer to the full screens.
